# Mdm2 ligase inh: Mdm2 E3 ligase (human) inhibition; Q00987; 0.11% of 210,000 active; cell-based MDM2 ubiquitination luciferase reporter, 2 h; 0 = plate control, 100 = twice control, blank-subtracted; signal enhancement, % at 5 µM;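 active = signal enhancement of 30% or more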;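 also: luminescence tracks abundance of the self-degrading MDM2-luciferase fusion protein; higher signal means inhibition of MDM2 E3 ligase activity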
# Target sequence (Q00987 whole entry, looked up, the tested form may be a part): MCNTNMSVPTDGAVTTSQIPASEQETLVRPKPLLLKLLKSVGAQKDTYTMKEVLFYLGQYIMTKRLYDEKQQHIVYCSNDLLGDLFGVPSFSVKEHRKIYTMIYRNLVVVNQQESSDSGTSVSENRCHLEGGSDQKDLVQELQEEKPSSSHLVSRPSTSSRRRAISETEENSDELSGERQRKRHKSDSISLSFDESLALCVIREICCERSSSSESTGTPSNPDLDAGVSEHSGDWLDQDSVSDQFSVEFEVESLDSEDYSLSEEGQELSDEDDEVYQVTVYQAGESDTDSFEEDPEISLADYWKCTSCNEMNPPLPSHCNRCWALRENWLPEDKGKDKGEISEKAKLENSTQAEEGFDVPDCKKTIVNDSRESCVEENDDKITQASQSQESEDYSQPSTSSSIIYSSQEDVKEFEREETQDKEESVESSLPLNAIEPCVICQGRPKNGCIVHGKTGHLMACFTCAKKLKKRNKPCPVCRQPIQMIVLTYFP
#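 Material: Stable MDM2–luciferase fusion reporter cells | Amount: 2000 cells seeded into each well | Dosing: One concentration, 5 µM, with 0.2% DMSO | Incubation: 4 h cell settling then 2 h compound exposure, 37 °C | Measured by: Luciferase luminescence | Read-out basis: % enhancement relative to plate controls after blank subtraction | Benchmarks: Control and blank well means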
# EBV gp42 block: blocks Epstein-Barr virus glycoprotein 42 binding; Q1HVG2; inhibition, % (tested at 21.74 µM); Fluorescence polarization binding assay, mP read-out; 0.42% of 220,000 active; in the data active = inhibition above about 50%
# Target sequence (Q1HVG2 whole entry, looked up): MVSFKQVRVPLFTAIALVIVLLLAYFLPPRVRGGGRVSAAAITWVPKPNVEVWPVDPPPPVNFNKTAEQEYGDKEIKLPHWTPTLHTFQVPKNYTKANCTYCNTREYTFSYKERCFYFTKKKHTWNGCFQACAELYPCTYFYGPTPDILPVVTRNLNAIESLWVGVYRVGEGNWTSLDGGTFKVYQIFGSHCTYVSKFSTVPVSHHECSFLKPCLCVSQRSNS
# TbHK1 inh: T. brucei hexokinase 1 inhibition; inhibition, % at 10 µM; recombinant TbHK1, G6PDH-coupled NADH A340; 0.11% of 220,000 active; AID 1430;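 active = inhibition of 50% or more in the single-dose primary screen; inactive = inhibition below 50%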
# Runt-CBFb FRET: inhibitors of human RUNX1 Runt domain binding to CBFb; Q01196+Q13951; Cerulean-Runt/Venus-CBFb FRET ratio 530/480, 1 h; inhibition, % at 20 µM; 0.46% of 220,000 active;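 active = inhibition over about 50% at 20 µM in the single-dose screen, limit read from the data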;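 also: 0% = DMSO wells and 100% = excess unlabeled CBFb competitor control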
#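 Schedule: protein complex preformed 1 h, compound exposure 1 h, room temperature, dark; test system: Cerulean-labeled Runt domain protein; amount: 100 nM per protein; buffer or medium: Tris 50 mM pH 7.5, KCl, K2SO4, 0.01% BSA; read-out: loss of energy transfer signal; detection: FRET fluorescence; controls: 5 µM unlabeled CBFb as full-inhibition high control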
# L929 necroptosis: blocks zVAD induced death of L929 cells | L929 zVAD necroptosis rescue, ATP luminescence, 24 h; with zVAD 60 µM | viability rescue, % at 10 µM | 0.38% of 220,000 active | AID 1377;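 active = activation, scaled between plate controls, above about 75%, limit read from the data; inactive = activation under that limit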;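 also: 0% = zVAD with DMSO and 100% = DMSO alone without zVAD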
# Hck Nef HTS: inhibitors of human Hck kinase activated by Nef | P08631 | Recombinant Hck-YEEI plus Nef, Z-Lyte FRET kinase assay | inhibition, % at 20 µM | 0.68% of 220,000 active | AID 463187;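 active = Hck-Nef kinase inhibition above about 50%, limit read from the data; inactive = inhibition below that limit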;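 also: 0% = DMSO with Hck plus Nef and 100% = Hck alone without Nef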
# 14-3-3 Bad PPI: disrupts binding of bovine 14-3-3 zeta to phospho-Bad peptide; TR-FRET 14-3-3zeta/Dy647-pBad peptide displacement, 1 h; inhibition, % at 21.7 µM; 0.71% of 220,000 active; AID 781;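 active = inhibition above about 70%, limit read from the data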;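 also: 0% = full 14-3-3 plus peptide FRET controls and 100% = background without 14-3-3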
# Target sequence (P63103 whole entry, looked up): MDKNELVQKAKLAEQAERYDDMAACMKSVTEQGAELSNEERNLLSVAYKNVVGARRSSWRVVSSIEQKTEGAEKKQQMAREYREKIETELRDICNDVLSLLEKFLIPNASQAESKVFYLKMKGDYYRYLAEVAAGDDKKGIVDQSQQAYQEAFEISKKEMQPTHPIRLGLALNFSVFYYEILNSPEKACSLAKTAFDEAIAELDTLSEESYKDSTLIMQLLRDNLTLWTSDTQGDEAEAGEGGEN
# NCF1 inh: blocks human p47phox regulatory protein of NADPH oxidases; P14598; p47phox/p22phox peptide binding, fluorescence polarization, 2 h; inhibition, % at 24.7 µM; 0.53% of 220,000 active; AID 1274;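 active = inhibition above about 30%, limit read from the data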;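 also: 0% = p47phox with labelled peptide and 100% = labelled peptide alone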
# Runt-SMMHC FRET: inhibitors of human RUNX1 Runt domain binding to CBFb-SMMHC; Q01196+Q13951; Cerulean-Runt/Venus-CBFb-SMMHC FRET ratio 530/480, 1 h; inhibition, % at 20 µM; 0.74% of 220,000 active; AID 1434;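 active = mean inhibition across duplicate retests at 20 µM reaching about 50%, limit read from the data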;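 also: 0% = DMSO wells and 100% = wells with excess untagged CBFb-SMMHC; inhibitors lower the FRET ratio by blocking Runt binding to CBFb-SMMHC; some results filed as inactive read as strong as hits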
# Numbers without * were called inactive; · = not tested or not shown; [ ] = remark or other dose. Rows are unselected, and some 3.2% of all compounds hit somewhere here.
structure	Mdm2 ligase inh	EBV gp42 block	TbHK1 inh	Runt-CBFb FRET	L929 necroptosis	Hck Nef HTS	14-3-3 Bad PPI	NCF1 inh	Runt-SMMHC FRET
C#CCOCCOCCOCCNc1nc(N2CCN(C(=O)[C@H]([C@@H](C)CC)n3cc([C@@H](N)CC(C)C)nn3)CC2)nc(N2CCN(C(=O)[C@H](Cc3ccc(O)cc3)n3cc([C@@H](N)C(C)CC)nn3)CC2)n1 (stereo not given in full)	·	-9	4	1	-0.7	6	3	·	2
COc1ccccc1-n1c(SCC(=O)Nc2ccccc2C)nc(O)cc1=O	-11	-4	9	0	0.0	0	6	-29	1
CCOCCCNC(=O)c1cc(Sc2nnc(C)s2)nc2ccccc12	-6	-1	-22	0	70	-13	1	-2	0
Cc1cc(C)nc(Sc2ccc([N+](=O)[O-])cc2[N+](=O)[O-])n1	12	-16	-11	6	-1.1	3	8[fluorescence artefact?]	-2	0
CCOc1ccc(Nc2nc(Cc3nnc(SCC(=O)O)o3)cs2)cc1	-11	-11	8	5	1.0	1	14	-16	-3
COc1cccc(-n2nc(C(=O)N3CCN(Cc4ccccc4)CC3)c3ccccc3c2=O)c1	-17	-8	-3	-1	-0.4	15	0	-4	3
CCn1c2ccccc2c2cc(NC(=O)c3cccc(OC)c3OC)ccc21	-10	1	-6	-1	54	0	-1	-20	-1
CC1(C)CC(=O)C(N=Nc2ccc(S(=O)(=O)N3CCOCC3)cc2)=C(O)C1	-7	4	-25	3	1.9	9	2	-6	-6
O=C1c2ccccc2C(=O)N1Cc1nc2ccccc2o1	-2	-14	-4	0	0.2	0	4	-21	0
Cc1ccc(NC(=S)N(Cc2cccs2)Cc2cc3cc(C)cc(C)c3[nH]c2=O)cc1	-5	-9	19	1	1.0	5	-23	-11	-2
CC(C)NC(=S)Nc1c(N)[nH]c(=O)[nH]c1=O	-6	-4	10	0	0.5	11	-3	0	0
COc1ccc(N2CCN(C(=S)Nc3cccc(C)c3C)CC2)cc1	-13	-8	0	0	0.3	0	0	-3	5
COCn1ccnc1C(O)(c1ccc(OC)cc1)c1ccc(OC)cc1	7	-20	3	-2	0.4	3	-9	-1	-1
CC1=C(C#N)C(/C=N/OCc2ccc(F)cc2Cl)CC(=O)N1 (stereo not given)	-11	-5	-3	-1	0.0	31	-4	-12	2
CC1(C)Cc2nc3nc(SCC(=O)Nc4ccccc4)nc(N)c3cc2CO1	·	2	-13	-2	0.8	11	-2	-17	-1
CS(=O)(=O)c1ccc2nc(N)sc2c1	-8	-10	-2	0	0.1	1	9	-22	2
COc1cccc(NC(=O)Cc2ccc(C)cc2)c1	-1	-10	2	-1	1.7	-1	5	-3	-3
CC1=NN(C(N)=S)C(=O)C1N=Nc1cccc(C)c1 (stereo not given)	·	-17	-15	6	-0.3	3	-1	-13	-8
Cn1c(=O)c(C(=O)CCl)c(N)n(CC2CC2)c1=O	·	-8	1	-1	-3.0	3	11	2	-2
O=C(COC(=O)c1ccc2c(c1)OCO2)Nc1ccccc1	4	-3	0	0	2.1	22	-18	-10	5
O=C(COC(=O)c1cn(-c2ccccc2)nc1-c1ccccc1)c1cccc([N+](=O)[O-])c1	24	-12	-10	1	0.0	-2	6	-6	2
Cc1ccc(NC(=S)N(CCCN2CCC(C)CC2)Cc2ccco2)cc1C	-12	-17	1	0	-0.2	-19	-1	2	1
Cn1nnnc1SCC(=O)N(C1CCCCC1)C1CCCCC1	-13	0	-3	-7	-0.1	2	-15[fluorescence artefact?]	-4	2
O=C(COC(=O)c1n[nH]c(=O)c2ccccc12)c1ccc(Cl)cc1	-5	-6	-1	-8	0.0	0	-4	-16	2
O=C(CNC(=S)NC(=O)c1cccc([N+](=O)[O-])c1)c1ccccc1	3	-4	-1	0	0.2	1	-3[fluorescence artefact?]	-1	6
Cc1ccc(C(=O)c2cccc(N)c2)cc1C	-9	1	-4	1	0.0	15	-1	-5	-1
O=C(Nc1ccc(C2=NCCN2)cc1)c1ccc(C(=O)Nc2ccc(C3=NCCN3)cc2)c([N+](=O)[O-])c1	-9	-25	40	1	0.6	-49	79*	16	0
Nc1nc(-c2ccccc2)cc(N2CCCCC2)n1	-13	-24	-9	-2	0.5	-1	-3	-19	-2
Cc1ccc(-n2c3c(cc(C(=O)O)c2=O)C(=O)CC(C)(C)C3)cc1	4	-4	-2	-1	-0.4	1	1	-11	-2
C=CCn1c(C(C)NC(=O)CCC)nc2ccccc21 (stereo not given)	6	-16	6	0	1.8	10	-2	-16	-2

# Shown as a hit in 14-3-3 Bad PPI, of those listed so far:
Compound	EBV gp42 block	TbHK1 inh	Runt-CBFb FRET	Hck Nef HTS	14-3-3 Bad PPI	NCF1 inh	Runt-SMMHC FRET
O=C(Nc1ccc(C2=NCCN2)cc1)c1ccc(C(=O)Nc2ccc(C3=NCCN3)cc2)c([N+](=O)[O-])c1	-25	40	1	-49	79*	16	0

# (next part)
structure	Mdm2 ligase inh	EBV gp42 block	TbHK1 inh	Runt-CBFb FRET	L929 necroptosis	Hck Nef HTS	14-3-3 Bad PPI	NCF1 inh	Runt-SMMHC FRET
COc1cccc(CN(c2ccc3c(c2)CCC3)S(=O)(=O)c2ccc(-n3cnnn3)c(OC)c2)c1	-9	-14	8	2	1.2	2	-10[fluorescence artefact?]	-41	-4
O=C(CSc1ccc(-c2ccncc2)nn1)N1CCCCC1	-2	-13	4	1	0.9	12	-12	1	-3
CCSc1nc(O)c(C2OC(=O)c3c2ccc(OC)c3OC)c(=O)n1-c1ccccc1 (stereo not given)	-16	-5	-2	1	-0.1	-2	-8[fluorescence artefact?]	2	2
CC(C)(C)c1ccc(C(=O)N2CCC(C(=O)NCC3CCCO3)CC2)cc1 (stereo not given)	-8	-17	-2	1	0.1	0	-1	-10	-3
Oc1ccccc1C=Nc1ccccc1-c1nc2ccccc2[nH]1	-2	8	-3	5	1.8	3	-1	-11	10
O=C(OCC(=O)c1c[nH]c2ccccc12)c1cccc(O)c1	-20	1	4	-2	1.1	3	-6	-6	3
COCc1c(C#N)c(NCCc2ccccc2)nc(C)c1[N+](=O)[O-]	-8	-1	0	-1	-0.5	3	-7	-11	-6
C=CCOc1ccc(C2N3CC4(CC)CN2CC(CC)(C3)C4=O)cc1 (stereo not given)	-2	-9	8	-3	9.7	-5	1[fluorescence artefact?]	-10	1
COc1ccc(CCN(C)c2ccc(S(=O)(=O)N3CCCC3)cn2)cc1OC	-9	2	-5	0	0.7	16	-9	2	-1
CNC(=S)N(CCc1c(C)[nH]c2ccc(OC)cc12)Cc1cccnc1	-4	-4	1	0	2.4	26	-22	-4	-8
Cc1ccc(-c2csc(NC(=O)CSc3nnc4c(n3)[nH]c3ccccc34)n2)cc1	8	-9	-17	-7	-0.4	3	68[fluorescence artefact?]	-16	-4
CCOc1ccc(-c2cn(CCC#N)cn2)cc1	-10	13	2	-3	0.6	0	-15	-57	-2
Cc1nn(CC2CC2)c(=O)n1-c1ccc(C(C)C)cc1	-21	-7	-12	5	32	4	1	-5	-4
CCOC(=O)c1c2n(c3ccc(OC(C)=O)cc13)CCC2	-6	-11	-4	0	0.6	2	5	38*	-1
O=C(NCCc1ccc2c(c1)OCO2)C1CCN(S(=O)(=O)c2ccc(Cl)cc2)CC1	-26	-22	2	-3	-0.5	0	-2	-1	2
CCCN(CCC)Cc1c(C(=O)OCC)nnn1-c1nonc1N	-5	3	2	0	0.7	1	1	-5	-1
CC(CCc1ccccc1)NCc1ccncc1 (stereo not given)	1	-11	1	1	-0.1	0	90*	-9	-1
Cn1cc(Cl)c(C(=O)Nc2nc3ccc(Cl)cc3s2)n1	-26	4	-5	-5	0.0	1	2[fluorescence artefact?]	-9	3
Cc1nn(CC(=O)Nc2ccc3c(c2)nc(CCN2CCCCC2)n3C)c(=O)c2ccccc12	-11	-12	2	-1	-1.1	3	-15[fluorescence artefact?]	-11	3
CCOc1ccc2c(c1)/C(=N/N1C(=O)c3ccccc3C1=O)C(=O)N2	-13	-16	2	-1	2.4	22	-14	4	-1
COc1ccc(NC(=O)c2nc(-n3nc(C)cc3C)ccc2Cl)cc1Cl	-3	-9	1	-1	·	4	-5	15	2
Cc1ccc(C)c(CSC2=NN3CCCC(=O)N=C3S2)c1	-14	-14	20	-6	-0.7	18	2	-16	-19
COc1ccc2c(=O)c(N3C(=O)c4ccccc4C3=O)c(C)oc2c1	-15	-7	6	-2	0.0	0	2	-6	2
Cc1cc(N2CCN(C)CC2)nc2ccc(NC(=S)NCCN3CCc4ccccc4C3)cc12	-2	-5	-10	2	-1.1	-10	-6	-8	4
Cn1c(SCC(=O)NC(C)(C)C)nnc1-c1cnccn1	-11	0	-2	4	-0.1	1	-4	-3	-4
COc1c(N2CCN(C(=S)NC3CC4CCC3C4)C(C)C2)c(F)cc2c(=O)c(C(=O)O)cn(C3CC3)c12 (stereo not given)	-3	1	-56	-1	0.1	14	-14	-7	-1
O=C(N/C=C/c1ccco1)NCc1ccccc1	0	-3	3	3	2.6	-6	6	-30	-11
Cc1ccc(N(CC(=O)NC2CCCC2)C(=O)c2c(C)noc2C)cc1C	-7	18	-9	·	-0.4	1	-4	-11	-1
CCOC(=O)C1CCN(C(=O)c2ccc(CNS(=O)(=O)c3ccc(C)cc3)cc2)CC1	-12	-8	-8	-2	2.0	1	4	33*	2
CCc1ccccc1NC(=O)Nc1cccn(Cc2ccc(F)cc2)c1=O	-13	-17	7	2	-1.5	8	1	-7	0
CC(C)CN1CCN(Cc2cccc3ncccc23)CC1CCO (stereo not given)	4	-1	1	1	2.5	23	-10	-5	-3
c1cnc2c(OCc3cn4cccnc4n3)cccc2c1	10	-11	-12	26	0.3	0	-5	-8	-6
COc1ccc(/C=N/NC(=O)c2ccc(COCC(F)(F)C(F)F)cc2)cc1	-3	-11	-2	-4	0.4	1	15	0	1
O=C(c1ccco1)N(CCCN1CCOCC1)c1nc(-c2ccc(F)cc2)cs1	2	-23	-23	-6	4.1	0	67	-11	-8
COC(=O)C(NC(=O)c1ccccc1)=C1C=C(C)OC(C)=C1	-1	-1	-78	2	0.0	-2	-7[fluorescence artefact?]	-15	-1
COc1ccc(-c2cc(C(=O)NC(C)C)no2)cc1	-19	-11	-9	2	-0.4	-1	-16[fluorescence artefact?]	-7	0
Fc1ccc(NC(=S)NNc2ncc(C(F)(F)F)cc2Cl)c(F)c1	-1	-2	2	4	0.9	29	-17	-3	0
COc1ccccc1-n1cnc(N)c1C(=O)c1ccccc1	-13	6	-6	-1	3.8	0	1	-6	0
CCOc1cc(CNCCc2c[nH]c3ccccc23)cc(Cl)c1OCC(N)=O	-17	-9	0	-2	0.2	15	7	-12	-1
Cc1cc(NN)nc(NS(=O)(=O)c2ccccc2)n1	-4	-1	-9	4	13	16	-7	4	1
CCOC(=O)c1cc(C#N)c(NCc2ccccc2)nc1C	-45	·	1	-1	0.4	4	·	·	4
